# High-throughput results deposited in PubChem by National Center for Advancing Translational Sciences (NCATS).
# 12-LOX inh – inhibitors of human 12S-lipoxygenase ALOX12 | purified 12hLO, xylenol orange hydroperoxide absorbance | Potency, µM (highest dose often 108 µM), without a hit: at the highest dose activity change, negative = inhibition, usual class: inhibitors | 580,000 tested, 1.1% active; also: % is scaled to controls: 0 for no effect and ±100 for the full control effect
#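 Purified human 12hLO at 150 nM in 25 mM Hepes, 0.01% Triton X-100, pH 7.0, preincubated 15 min at room temperature with compound. Reaction started with 40 uM arachidonic acid, 30 min at room temperature. Hydroperoxide measured by Fe-xylenol orange, 573/405 nm absorbance ratio.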
# JMJD2A Tudor inh – blocks the human JMJD2A Tudor domain. AlphaScreen JMJD2A-Tudor / H3K4me3 peptide binding. Potency, µM (series often up to 114 µM), for inactives: top-dose activity change, negative = inhibition, hits mostly inhibitors. 390,000 tested, 4.4% active; also: % is scaled to controls: 0 for no effect and ±100 for the full control effect; nearly all actives have a fitted effect of over 50% in size
# TrxR1 inh – rat TrxR1 inhibition | O89049 | AID 588453 | recombinant rTrxR1, NADPH fluorescence consumption, selenite substrate | 390,000 tested, 1% active | Potency, µM (top dose mostly 114 µM), inactives show at the highest dose activity change, negative = inhibition, actives largely listed as inhibitors; also: % is scaled to controls: 0 for no effect and ±100 for the full control effect; nearly all actives have a fitted effect of over 65% in size
#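 Rat TrxR1 (90 nM in the dispensed reagent) was pre-reduced with 400 uM NADPH for 5 min at room temperature, then incubated with compound for 15 min. After 400 uM selenite was added, NADPH fluorescence (Ex 340/Em 450 nm) was followed for 8 min.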
# PGK inhibitor – inhibitors of T. brucei phosphoglycerate kinase; PGK/GAPDH coupled, Kinase-Glo luminescence, 60 min; Potency, µM (series often up to 57.5 µM), without a hit: at the highest dose activity change, negative = inhibition, most hits filed as inhibitors; 380,000 tested, 0.043% active; AID 602233; also: % is scaled to controls: 0 for no effect and ±100 for the full control effect; nearly all actives have a fitted effect of over 60% in size
# Target sequence (P07378 whole entry, looked up): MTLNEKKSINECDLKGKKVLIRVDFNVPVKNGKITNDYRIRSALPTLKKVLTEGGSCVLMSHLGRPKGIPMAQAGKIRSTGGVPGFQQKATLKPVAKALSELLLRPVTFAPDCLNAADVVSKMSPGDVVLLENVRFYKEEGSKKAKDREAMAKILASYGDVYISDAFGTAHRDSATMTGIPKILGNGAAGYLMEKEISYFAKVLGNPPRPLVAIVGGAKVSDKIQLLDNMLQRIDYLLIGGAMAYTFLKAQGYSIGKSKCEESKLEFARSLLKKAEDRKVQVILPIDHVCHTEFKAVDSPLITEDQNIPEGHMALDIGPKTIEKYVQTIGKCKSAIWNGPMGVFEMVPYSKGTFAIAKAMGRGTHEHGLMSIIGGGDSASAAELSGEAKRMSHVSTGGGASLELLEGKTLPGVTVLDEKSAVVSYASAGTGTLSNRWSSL
#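 Recombinant glycosomal PGK reaction used 1,3-bisphosphoglycerate generated in-well by GAPDH (100nM final) in 100mM TEA pH 7.6, 5mM MgCl2, 0.01% Tween-20. After 60 minutes at room temperature, ATP was read by Kinase-Glo Plus luminescence end-point.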
# Pin1 inh – human Pin1 inhibition | AID 504891 | 390,000 tested, 0.009% active | Pin1 FP peptide displacement, HiFluor488, 10 min | Potency, µM (titrated, usually from 115 µM), for the others: at the highest dose activity, negative = inhibition, actives largely listed as inhibitors; active = well fitted inhibition curve with a large enough effect in the polarisation, with a control signal flat, not every such curve was filed as active; inconclusive = small, poorly fitted or top-dose-only effect, or effect the other way, or a change in a side signal; inactive = no such curve, though single readings can be large or run the other way; the % refers to the polarisation; also: % is scaled to controls: 0 for no effect and ±100 for the full control effect
# Target sequence (Q13526 whole entry, looked up): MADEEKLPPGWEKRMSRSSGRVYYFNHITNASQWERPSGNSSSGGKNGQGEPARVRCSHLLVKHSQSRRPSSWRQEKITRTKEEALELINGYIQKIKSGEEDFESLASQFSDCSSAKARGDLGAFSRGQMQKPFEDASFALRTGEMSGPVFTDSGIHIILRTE
# GLS inh – inhibitors of human glutaminase (GLS); GLS enzymatic activity, qHTS titration; Potency, µM (titrated, usually from 45.5 µM), for the others: at the highest dose activity change, negative = inhibition, actives largely listed as inhibitors; 410,000 tested, 0.21% active; also: % is scaled to controls: 0 for no effect and ±100 for the full control effect
#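 Two-point fluorescence kinetic (t0, 30 min RT) for hKGA; glutamate detected via glutamate oxidase–HRP–Amplex Red. Substrate: 1 mM L-glutamine solution; buffer 45 mM KH2PO4, pH 8.2.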
# ERG Ets-DNA blk – inhibitors of human ERG Ets domain-DNA interaction; 370,000 tested, 0.028% active; AID 624246; fluorescence polarization, His-ERG Ets domain / labelled DNA; Potency, µM (doses to about 76.9 µM), without a hit: top-dose FP activity, negative = inhibition, actives largely listed as inhibitors; P11308; active = well fitted inhibition curve with a large enough effect in the polarisation, with a control signal flat; inconclusive = small, poorly fitted or top-dose-only effect, or effect the other way, or a change in a side signal; inactive = no such curve, though single readings can be large or run the other way; the % refers to the polarisation;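 also: polarization taken with two DNA probes labelled with fluorescein and Texas red; % of control where 0% means no effect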
# Target sequence (P11308 whole entry, looked up, the tested form may be a part): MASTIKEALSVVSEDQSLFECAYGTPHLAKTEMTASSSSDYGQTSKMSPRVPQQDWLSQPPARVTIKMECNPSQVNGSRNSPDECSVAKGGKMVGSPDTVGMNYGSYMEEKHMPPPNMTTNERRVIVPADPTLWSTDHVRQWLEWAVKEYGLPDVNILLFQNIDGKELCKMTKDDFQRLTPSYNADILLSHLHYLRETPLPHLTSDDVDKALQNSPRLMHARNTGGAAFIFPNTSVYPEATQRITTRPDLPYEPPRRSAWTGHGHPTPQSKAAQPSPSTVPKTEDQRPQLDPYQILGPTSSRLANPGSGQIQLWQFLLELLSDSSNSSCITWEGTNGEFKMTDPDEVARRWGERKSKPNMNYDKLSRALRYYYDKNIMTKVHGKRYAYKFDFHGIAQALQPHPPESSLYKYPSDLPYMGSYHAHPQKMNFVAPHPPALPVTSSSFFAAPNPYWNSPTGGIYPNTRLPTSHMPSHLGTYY
#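 His-tagged ERG Ets domain (1 uM in the protein solution; 300mM KCl, 50mM Tris-HCl, 1mM EDTA, 1mM DTT, pH 7.5) received compound, then a probe mix of 5 nM fluorescein-DNA and 100nM Texas-615-DNA. Fluorescence polarization was read for both dyes.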
# HP1b binding inh – inhibitors of HP1-beta chromodomain binding to methylated histone tails; Potency, µM (titrated, usually from 114 µM), inactives show at the highest dose activity change, negative = inhibition, actives largely listed as inhibitors; P83916; 390,000 tested, 0.56% active; AID 540317; AlphaScreen HP1-beta / biotin-H3K9me3 peptide binding; also: nearly all actives have a fitted effect of over 70% in size; inactives centre near 23
#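 HP1-beta protein (50 nM final) preincubated 30 min at room temperature with biotinylated H3(1-18)K9me3 peptide (50 nM) in PBS pH 7.4, 0.01% Tween-20, then compound added for 30 min. AlphaScreen streptavidin donor/nickel chelate acceptor beads (10 ug/mL final), 30 min dark, luminescence read.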
# RGS4 inhibitor – inhibitors of human regulator of G protein signaling 4 | P49798 | Transcreener GDP fluorescence polarization, RGS4-accelerated GTP hydrolysis | Potency, µM (titrated, usually from 114 µM), for inactives: at the top dose activity change, negative = inhibition, most hits filed as inhibitors | 390,000 tested, 0.039% active | AID 504845; also: % is scaled to controls: 0 for no effect and ±100 for the full control effect; nearly all actives have a fitted effect of over 75% in size; some results filed as inactive show a strong effect at the top dose
#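 MLSMR compounds (23 nl, pin-transferred) preincubated 10 min at room temperature with a 500nM (2x) first reagent, then RGS4 at 900nM (2x) plus Transcreener GDP mix added; fluorescence polarization (620/688 nm) read before and after 90 min at 30 °C.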
# Starred values were filed as active, the others as inactive; i = inactive; ? = inconclusive; · = no result given; & = joins results of further samples; [ ] = remark or other dose. Unless noted, calls follow the shape of the dose curve; as a rule, active = well fitted curve in the direction sought with a large enough effect; inconclusive = small, poorly fitted or top-dose-only effect, or another doubt; inactive = no such curve, though single readings can be large; an effect the other way counts as inactive or inconclusive. Potency is read from the fitted curve at half-maximal effect. An excerpt. The share of hits here may be higher or lower than overall.
SMILES,12-LOX inh,JMJD2A Tudor inh,TrxR1 inh,PGK inhibitor,Pin1 inh,GLS inh,ERG Ets-DNA blk,HP1b binding inh,RGS4 inhibitor
CCCCN(C(=O)c1cc(=O)[nH]c2ccccc12)c1c(N)n(CCC)c(=O)[nH]c1=O,·,16%,8%,-4%,-4%,-4%,-4%,36%,-22%
CCOc1ccc(C(=O)CCC(=O)N2CCN(c3ccccc3O)CC2)cc1,?,-11%,-11%,-4%,?,31%,-2%[15.4 µM],18%,-11%
Fc1cccc(NC(=S)Nc2cccnc2)c1,-3%,-5%[57.1 µM],-67%,i,0%,-5%,-4%,16%,-23%
CC(C)OCCCNC(=O)CNC(=O)c1ccc(Cl)c(Cl)c1,-21%,-15%,36%[57.1 µM],-4%,-6%,-7%,6%,17%,-25%
Cc1ccc(S(=O)(=O)NCC(=O)N2CCOCC2)cc1,-8%,4%,32%,-2%,3%,-7%,6%,35%,13%
COc1ccc(NS(=O)(=O)c2cccc(C(=O)NCC3(N(C)C)CCCCC3)c2)cc1,-28%,-9%,0%,8%,-2%,2%,-1%,13%,16%
CCCCCCCCn1cc(C(C)=O)c(=O)[nH]c1=O,?,-3%,22%,4%,-1%,-2%,-6%,48%[activator],15%
CCCCN(CC)CCCNC(=O)CC1Oc2ccccc2NC1=O (configuration not stated),-11%,-9%,-2%,i,1%,6%,-4%,9%,-4%
N#Cc1c2c(c(NCCCN3CCOCC3)n3c1nc1ccccc13)CCC2,-5%,-31%,-12%,-3%,-18%,1%,-9%,17%,23%
COc1ccc(OC)c(CNC(=O)CCc2c(C)nc3c(c2C)c(=O)n(C)c(=O)n3C)c1,0%,0%,25%,4%,-1%,0%,1%,28%,6%
COCCCNC(=O)c1c[nH]c2ccc(S(=O)(=O)N(C)c3ccccc3C)cc2c1=O,-8%,-8%,6%[57.1 µM],-3%,?,-2%,-6%,9%,-21%
O=C1/C(=C\c2ccco2)NC(=S)N1c1ccccc1,16µM*,56µM*,?,-11%,18%,0%,39%[activator],?,-41%
O=C1CC(c2ccc(S(=O)(=O)NCc3ccncc3)cc2)CN1 (configuration not stated),15%,-4%,4%[57.1 µM],-5%,1%,-7%,7%,54%[activator],-13%
O=C(CSc1oc(-c2ccccc2)nc1S(=O)(=O)c1ccc(Cl)cc1)c1ccccc1,7.9µM*,?,21%,i,35%[activator],-11%,2%,3%,-24%
N/C(=N\OC(=O)c1ccco1)c1ccc(Cl)cc1,-14%,9%,18%,-4%,-5%,3%,-8%,40%[activator],7%
Cc1ccc(NC(=O)C(C)c2ccc([N+](=O)[O-])cc2)cc1Cl (configuration not stated),-12%,-20%,15%,1%,-1%,-1%,2%,9%,-1%
Cc1cc(NC(=O)CS(=O)(=O)c2cn(Cc3ccc(F)cc3)c3ccccc23)no1,-5%[57.4 µM],-4%,0%[57.1 µM],7%,-9%,2%,7%,32%,3%
O=C(c1cccc(S(=O)(=O)N2CCCCCC2)c1)N1CCN(Cc2ccccc2)CC1,?,-21%,22%,-7%,-3%,-2%,3%,26%,2%
COc1ccc(NC(=O)COC(=O)Cc2cccs2)cc1OC,-15%,0%,23%,-3%,?,0%,-2%,14%,-18%
CC1=CC(C)(C)N(C(=O)Nc2ccccc2)c2ccccc21,-9%,-14%,14%[11.4 µM],i,-10%,0%,15%,-11%,-52%
COc1ccc(CNC(=O)CN2C(=O)NC(c3ccccc3)(c3ccccc3)C2=O)cc1OC,226%[activator],-26%,5%,0%,-27%,4%,13%[15.4 µM],7%,-19%
Fc1ccc(-c2cc(C(F)(F)F)nc(N3CCCCC3)n2)cc1,7%,140%[activator],13%,3%,2%,3%,7%,423%[activator],9%
N=c1n(CCN2CCCCC2)c2ccccc2n1CC(O)COc1ccc(Cl)cc1Cl (configuration not stated),?,-15%,-5%,-14%,3%,-4%,-1%,18%,5%
CCc1nc2ccccc2n1CC(C)C(=O)O (configuration not stated),-9%,-18%,20%,·,-3%,16%,·,21%,38%
Cc1ccc(CCNc2nc3ccccc3c3nc(-c4ccccc4)nn23)cc1,-17%,1%,17%,i,1%,-8%,-1%,41%[activator],2%

# The listing continues:
SMILES,12-LOX inh,JMJD2A Tudor inh,TrxR1 inh,PGK inhibitor,Pin1 inh,GLS inh,ERG Ets-DNA blk,HP1b binding inh,RGS4 inhibitor
COc1cc(NC(=S)N2CCCC2)cc(OC)c1,0%,6%,6%,-3%,6%,9%,10%,80%[activator],-27%
CN1c2ccccc2Oc2nnc(Cl)cc21,-11%,-16%,15%[57.1 µM],-4%,-5%,6%,9%,4%,5%
N#Cc1ccc(CN2CCN(C(=O)c3cccc(S(=O)(=O)N4CCCCCC4)c3)CC2)cc1,-1%,-17%,-10%,0%,-10%,1%,-6%,30%,2%
O=C(Nc1ccccc1)Nc1nnc(-c2ccccc2)o1,14%&-10%,-21%,7%,-2%,3%,2%,2%,26%,6%
CC(C)c1ccc(/C=N/NC(=O)C2CCCC2)cc1,11%,-13%,10%,-10%,-9%,-6%,5%,50%[activator],1%
O=C(CC1Sc2ccccc2NC1=O)Nc1cccc(C(F)(F)F)c1 (configuration not stated),0%,-3%,22%[57.1 µM],-7%,-3%,-16%,9%,-9%,13%
Cc1cc(F)ccc1S(=O)(=O)Nc1ccccc1C(=O)Nc1ccc2[nH]c(=O)[nH]c2c1,4%,-28%,-6%,7%,0%,30%,-6%,2%,-12%
CN(C)/C=C/c1[nH]c(=O)[nH]c(=O)c1[N+](=O)[O-],-12%,-4%,1%,-10%,1%,1%,-4%,35%,-4%
CC(=O)N1CCN(CC(O)COc2ccc(S(=O)(=O)N3CCOCC3)cc2)CC1 (configuration not stated),?,-7%,-5%,i,-3%,-4%,0%,48%[activator],-20%
Cc1cc2oc(=O)cc(-c3cc4ccccc4o3)c2cc1O,-26%&-25%,-32%,19%,-15%,?,1%,11%,14%,-24%
CCOc1ccc(N(CC(=O)N2CCCC2)S(=O)(=O)c2c(C)noc2C)cc1,-2%,-14%,-15%,0%,-8%,17%,-4%,39%[activator],-7%
NC(=O)Cc1cn(-c2ncc(C(F)(F)F)cc2Cl)c2ccccc12,28%,-1%,-2%,2%,-8%,4%,8%,34%,7%
COc1cc(NC(=O)c2cc(-c3ccco3)on2)c(OC)cc1Cl,9%,-10%,31%[activator],-8%,?,-3%,-6%,33%,0%
CCOc1ccc(CCNC(=O)c2cc3sc(Cl)cc3n2C)cc1OCC,0%,-21%,4%[57.1 µM],4%,6%,6%,4%,9%,5%
CCCCNC(=O)c1cc(-c2ccc(OC)cc2)nc2n[nH]c(-c3cccc([N+](=O)[O-])c3)c12,5%,-10%,20%[57.1 µM],6%,2%,-3%,1%,43%[activator],-9%
COc1ccc(CNC(=O)C(=O)NCC2OCCN2S(=O)(=O)c2ccc(OC)cc2)cc1 (configuration not stated),i,-12%,5%,-1%,10%,1%,6%,31%,-26%
Cc1cccc(C)c1NC(=O)COc1ccccc1C(=O)Nc1ccc(Br)cn1,0%,-10%,8%[57.1 µM],0%,0%,10%,-4%,-2%,5%
COc1ccc(-c2nc3c(c(SCC(=O)N4CCCCC4)n2)Cc2cc(Cl)ccc2O3)cc1,-19%,-10%,9%,i,3%,3%,0%,51%[activator],-33%
Cc1cnc(NC(=O)c2cc(S(=O)(=O)N(C)C)ccc2N2CCCC2)s1,-26%,-28%,16%,-3%,-3%,-14%,1%,24%,0%
O=C(CSc1nc(-c2ccco2)nc2cc(=O)[nH]n12)Nc1ccccc1Cl,-11%,-3%,7%[57.1 µM],-2%,0%,2%,-1%,23%,-15%
O=C1CC(Sc2nnnn2-c2ccccc2)C(=O)N1c1cccc(Cl)c1 (configuration not stated),115%,-7%,32µM*,1%,13%,27%,1%,27%,-4%
CCCCN(C(=O)c1cnc2n(c1=O)CCS2)c1ccccc1,16%,3%,10%[57.1 µM],i,5%,-18%,6%,51%[activator],-10%
Cc1c(NC(=O)CN2C(=O)NC3(CCCCC3C)C2=O)cccc1[N+](=O)[O-] (configuration not stated),8%,-4%,16%,i,1%,-17%,1%,40%[activator],-2%
Cc1cc(N2CCOCC2)n2cc(-c3ccccc3)nc2n1,-5%,-1%,7%[57.1 µM],2%,1%,0%,2%,12%,15%
CN(C)Cc1cc(C(C)(C)c2ccccc2)ccc1O,-18%,-11%,18%,i,-8%,26%,0%,4%,0%
O=c1c2c(nc3n1CCCCC3)sc1c(O)c(Br)ccc12,?,-18%,10%[57.1 µM],i,7%,?,7%,-5%,16%
COc1ccc(C2C(C(=O)c3ccc(C)o3)=C(O)C(=O)N2Cc2cccnc2)cc1OC (configuration not stated),25µM*,20µM*,-22%,i,4%,10%,-5%,25%[57 µM],-36%
CCn1c(=O)c(C(=O)CN2CCCc3ccccc32)c(N)n(Cc2ccccc2)c1=O,104%[activator],35µM*,?,5%,?,?,-3%,?,-28%&-3%

# Part of the list above, showing only Pin1 inh.
Compound,Pin1 inh
CCCCN(CC)CCCNC(=O)CC1Oc2ccccc2NC1=O (configuration not stated),1%
N#Cc1c2c(c(NCCCN3CCOCC3)n3c1nc1ccccc13)CCC2,-18%
